MKP-1 inh: blocks human MKP-1 phosphatase activity; P28562; recombinant MKP-1, OMFP hydrolysis fluorescence; inhibition, %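 (compounds tested at a single concentration somewhere between 10 and 100 µM)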; 0.15% of 65,000 active;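 active = inhibition above about 50%, limit read from the data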;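 also: 0% = DMSO max control wells and 100% = wells with enzyme stopped by NaOH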
Target sequence (P28562 whole entry, looked up): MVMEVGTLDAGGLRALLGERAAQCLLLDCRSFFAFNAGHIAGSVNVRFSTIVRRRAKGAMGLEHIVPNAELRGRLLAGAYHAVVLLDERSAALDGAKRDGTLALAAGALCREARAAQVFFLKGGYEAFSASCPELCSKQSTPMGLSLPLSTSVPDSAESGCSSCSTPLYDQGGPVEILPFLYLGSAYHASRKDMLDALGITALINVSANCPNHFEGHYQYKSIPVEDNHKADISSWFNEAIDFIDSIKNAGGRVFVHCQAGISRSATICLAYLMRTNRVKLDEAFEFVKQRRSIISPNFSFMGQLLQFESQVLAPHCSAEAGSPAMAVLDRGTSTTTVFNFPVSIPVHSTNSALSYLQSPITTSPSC
FXIa mix inh: inhibitors of human coagulation factor XIa, pooled mixtures. purified FXIa, fluorogenic substrate. AID 680. 0.19% of 62,000 active. inhibition, % at 5 µM;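 also: each value is inhibition by a whole ten-compound pool holding the compound; 0% = enzyme with no mixture and 100% = wells lacking enzyme; strong numbers were not always called active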
Cdc25B block: inhibitors of human Cdc25B phosphatase. P30305. recombinant Cdc25B, OMFP fluorescence Ex485/Em525. inhibition, %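 (compounds tested at 10 µM final in the well)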. 0.1% of 65,000 active. AID 368; in the data active = inhibition above about 50%
FXIIa mix inh: factor XIIa (human) inhibition, mixture screen | purified FXIIa, fluorogenic substrate, pooled mixtures | inhibition, % at 5 µM | 0.2% of 62,000 active;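 also: 0% = enzyme without compound and 100% = no enzyme blank; some results filed as inactive read as strong as hits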
Hsp90 inh: displaces geldanamycin probe from tumor Hsp90 | NCI-N417 lysate Hsp90, Cy3B-geldanamycin FP displacement | inhibition, % at 30 µM | 0.35% of 64,000 active | AID 429;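 active = inhibition above 50%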;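 also: 0% = tracer plus lysate wells and 100% = tracer alone without lysate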
CatL inh: inhibitors of human cathepsin L. purified cathepsin L, fluorogenic substrate, fluorescence. inhibition, %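 (tested at 10 µM)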. 0.17% of 58,000 active. AID 460; in the data active = inhibition above about 45%;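 also: 0% = enzyme with no compound and 100% = no enzyme blank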
C1s inh: human complement C1s inhibition; purified C1s, fluorogenic AMC substrate, pooled mixtures; mean inhibition % of two 10-compound mixtures (stronger effect = higher value), % at 5 µM (by protocol); 0.16% of 62,000 active; AID 538;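 active = inhibition above 20% in each of the two 10-compound mixture wells holding the compound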;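 also: 0% = enzyme wells lacking compound mixture and 100% = no-enzyme blank wells; some compounds called inactive have numbers as strong as hits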
Target sequence (P09871 16-437 limits assumed): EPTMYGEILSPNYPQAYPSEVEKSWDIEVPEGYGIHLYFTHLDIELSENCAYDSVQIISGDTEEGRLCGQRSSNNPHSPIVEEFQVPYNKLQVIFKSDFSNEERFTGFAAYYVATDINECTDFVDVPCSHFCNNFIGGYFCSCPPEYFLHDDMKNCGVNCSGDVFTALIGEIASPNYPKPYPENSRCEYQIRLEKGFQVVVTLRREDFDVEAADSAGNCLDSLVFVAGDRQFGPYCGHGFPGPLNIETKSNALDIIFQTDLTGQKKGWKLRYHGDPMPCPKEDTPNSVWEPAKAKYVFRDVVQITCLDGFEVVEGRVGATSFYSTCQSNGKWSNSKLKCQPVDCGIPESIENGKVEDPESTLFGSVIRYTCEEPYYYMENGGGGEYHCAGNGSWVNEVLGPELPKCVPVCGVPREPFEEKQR
Target sequence (P09871 438-688 limits assumed): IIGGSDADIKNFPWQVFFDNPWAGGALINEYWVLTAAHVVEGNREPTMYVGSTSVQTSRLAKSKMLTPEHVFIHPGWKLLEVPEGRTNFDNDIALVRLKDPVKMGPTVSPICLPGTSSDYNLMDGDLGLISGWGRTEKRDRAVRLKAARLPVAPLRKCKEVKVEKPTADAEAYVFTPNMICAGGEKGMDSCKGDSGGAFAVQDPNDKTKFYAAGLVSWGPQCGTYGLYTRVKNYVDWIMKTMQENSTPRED
Cathepsin G inh: inhibitors of human cathepsin G | P08311 | purified enzyme, AMC-tetrapeptide fluorescence, pooled mixtures | inhibition, % at 5 µM (by protocol) | 0.2% of 62,000 active;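 active = inhibition above 20% in each of the two mixture wells holding the compound; inactive = inhibition of 20% or less in either well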;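 also: 0% = enzyme control without mixture and 100% = blank lacking enzyme; strong numbers were not always called active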
5HT1a ag: 5-HT1a (human) receptor agonism | activation, % at 10 µM | 0.56% of 65,000 active | AID 567 | P08908 | CHO 5-HT1a Ga15 NFAT-bla reporter, FRET ratio; 0% basal, 100% maximal reference agonist;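 active = activation above the screen-wide mean activation plus 3 SD, cut at about 19% in these data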;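 also: 0% = DMSO wells and 100% = 5-CT at EC100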
Starred values were filed as active, the others as inactive; · = not tested or not shown; & = joins results of further samples. Rule as the data show it, unless noted: active = inhibition above about 20% (passing the limit was not always enough); inactive = the rest.

smiles,MKP-1 inh,FXIa mix inh,Cdc25B block,FXIIa mix inh,Hsp90 inh,CatL inh,C1s inh,Cathepsin G inh,5HT1a ag
COc1ccccc1NS(=O)(=O)c1ccc(C)c(C(=O)NCC2CCCO2)c1 (configuration not stated),2.9,1.1,-11.7,1.2,-0.6,17.3,-33.1,-1.1,-1.7
CC(NC(=O)CCNS(=O)(=O)c1ccc2c(c1)c(=O)n(C)c(=O)n2C)c1ccccc1 (configuration not stated),-3.2,-5.8,4.4,-2.7,0.7,15.3,3.9,7.7,-0.8
Cc1cc(OCC(=O)N2CCCC2)cc(C)c1Cl,-1.9,7.5,-1.7,7.8,-1.7,1.1,-6.1,2.4,-3.4
CCc1ccc(OCc2nnc(SCCN3CCOCC3)n2CC)cc1,4.4,-1.7,-23.8,4.0,5.7,17.2,-6.7,5.2,-0.7
Cc1ccc(/C=N/c2sc3c(c2C#N)CCCCC3)o1,0.5,6.2,-12.7,3.2,-3.9,-1.2,-9.0,3.5,-4.4
CCOc1ccc(-c2nnc(-c3ccco3)o2)cc1,15.7,-0.5,-6.6,2.4,-4.8,-11.4,-2.0,-3.1,-2.0
CCN(CC)CCN1C(=O)C2C3c4ccccc4C(c4ccccc43)C2C1=O (configuration not stated),4.3,9.7,-2.2,3.1,-5.7,9.3,5.8,9.3,0.4
CNC(=O)Cn1c(=O)n(C)c2ccccc21,12.9,-1.6,-0.2,4.3,-0.6,3.0,12.3,10.9,-1.3
OCCN1CCN(CC(O)COc2ccc3ccccc3c2)CC1 (configuration not stated),-2.5,-2.1,-9.0,10.1,0.9,-3.1,-18.3,6.7,-3.4
CC(=O)N1CCN(S(=O)(=O)c2ccc(S(=O)(=O)NC3CC3)cc2)CC1,5.1,2.0,-5.3,8.0,-2.2,3.7,14.2,13.2,-1.7
CC(C)(C)C(=O)/C=C(\N)c1ccncc1,1.1,3.7,-1.4,-0.2,-1.9,-12.6,16.1,9.8,-3.4
COc1ccc(OCCOC(=O)c2cccc(-n3cnnn3)c2)cc1,-7.8,-1.8,-3.3,-4.1,-4.3,-4.9,3.8,10.3,-1.7
CN(Cc1cc2ccccc2[nH]c1=O)C(=O)C1CCCCC1,-13.1,6.9,-0.6,0.1,-3.2,-1.0,-72.4,-4.7,0.5
Cn1c(=O)c(=O)n(C)c2cc(S(=O)(=O)N3CCCCCC3)ccc21,3.4,28.0,23.9,4.7,-4.7,-5.1,19.2,19.1,-4.2
Cc1ccc(C(c2nnnn2CS(=O)(=O)c2ccc(C)cc2)N2CCC(C(N)=O)CC2)cc1 (configuration not stated),16.6,9.5,-6.3,-15.1,0.7,·,12.2,8.4,0.1
O=C(O)C1CCCCC1C(=O)Nc1ccc2c(c1)CCC2 (configuration not stated),9.2,6.8,3.3,3.0,-3.0,0.2,2.4,1.2,-2.6
O=C(Nc1ccccc1F)C1C2C=CC3(O2)C1C(=O)N(c1cccnc1)C3C(=O)NC1CCCCC1 (configuration not stated),2.5,10.1,-12.3,7.3,-1.6,10.2,15.4,16.1,-2.7
Cn1c(Sc2nc3ccccc3n2C)nc2ccccc21,-21.0,4.9,-4.9,4.7,-6.7,11.4,4.0,9.4,-1.2
COc1cc(NC(=O)C2CCCN(S(=O)(=O)c3cnc[nH]3)C2)cc(OC)c1 (configuration not stated),4.9,-0.6,-8.5,-13.2,-2.5,·,2.7,2.0,0.5
O=C(CC1C(=O)NCCN1C(=O)Nc1ccccc1)Nc1ccc2c(c1)OCCO2 (configuration not stated),-13.7,10.4,-3.8,0.8,-0.3,5.7,17.0,10.1,-0.7
O=C(CSc1nnc(-c2cccnc2)o1)c1cc2ccccc2oc1=O,8.2,4.9,-4.0,8.2,-6.3,-2.0,3.6,-5.7,-3.5
O=C(O)CCOc1ccc2c(c1)OCCO2,25.6,7.0,-5.4,5.4,-6.3,-5.7,3.4,2.4,-0.7
COc1cccc(C2/C(=C(/O)c3ccccc3)C(=O)C(=O)N2CCCC(=O)O)c1 (configuration not stated),-7.6,-5.4,-4.5,-17.2,-1.5,·,2.1,10.0,-0.2
CN(C)[C@@H]1C(=O)C(C(N)=O)=C(O)[C@@]2(O)C(=O)C3=C(O)c4c(O)ccc(Cl)c4[C@@H](O)[C@H]3C[C@@H]12,-11.9,11.6,-12.7,-14.9,2.4&7.2,-0.2,0.1,3.2,2.9
CS(=O)(=O)Nc1ccc(C(=O)NCc2cccnc2)cc1,7.4,-9.9,-8.3,-16.7,-1.3,9.3,-137.0,-15.7,0.1
COc1ccc2c(CC#N)c[nH]c2c1,-2.9,1.7,-2.2,1.9,-3.1,5.8,-5.0,-5.2,2.2
Cc1occc1-c1nnc(SCc2cc(=O)n3cc(Br)ccc3n2)n1C,36.1,0.7,-19.3,-0.2,-5.7,21.9,-0.1,2.7,-3.5
Cc1[nH]nc(-c2ccc(O)c(C)c2O)c1-c1cnn(-c2ccccc2)c1,8.2,6.7,3.7,8.4,3.4,11.1,19.3,7.5,0.2
O=C1CN2C(=Nc3ccc(Br)cc3C2c2ccccc2)CCN1 (configuration not stated),18.1,3.9,-2.2,7.2,2.8,·,0.5,-4.0,0.4
CC(C)NC(=O)Cn1c(SCC(=O)N2c3ccccc3CC2C)nc2ccccc21 (configuration not stated),-8.0,5.9,-4.1,6.7,2.9,-2.3,0.0,2.0,1.3
COc1ccc(CN(CC(=O)NCc2ccco2)C(=O)CCC(=O)Nc2ccccn2)cc1,-35.9,-7.2,-5.0,11.0,-1.4,·,-3.3,6.9,-1.9
Fc1ccccc1COc1ccc(/C=N/n2cnnc2)cc1,8.7,0.5,-3.5,4.7,-0.9,·,-2.9,6.3,-4.3
CCN1C(=O)NC(c2cc(Br)ccc2OC)C(C(=O)OC)=C1C (configuration not stated),4.0,-0.6,-5.7,7.1,-0.6,1.7,-5.5,-2.8,-3.4
Cc1nccn1-c1c2c(c(C#N)c3nc4ccccc4n13)CCCC2,-14.1,-5.5,-3.6,0.0,0.8,6.5,-30.5,-6.5,1.6
CCOc1cc(S(=O)(=O)N2CCC(Cc3ccccc3)CC2)c(OCC)cc1-n1cnnn1,-1.4,1.9,-29.6,4.2,0.1,1.5,-4.4,-2.4,3.2
CC(C)CCNC(=O)C1CCN(S(=O)(=O)c2ccc3c(c2)CCC(=O)N3)CC1,1.2,8.6,-11.4,7.9,-1.1,·,39.2,10.8,-2.1
OCCn1nc2c3ccccc3nc-2n(-c2ccccc2)c1=S,3.0,-12.3,-13.7,7.9,-2.4,14.9,-6.1,5.9,0.2
NC1=NC(c2ccccc2Cl)n2c(nc3ccccc32)N1 (configuration not stated),-10.6,6.7,-16.6,-16.2,-3.2,4.3,8.5,7.9,-0.8
CCOC(=O)Cc1nnc(NC(=O)CSc2nnc3c4ccccc4n(C(C)C)c3n2)s1,18.5,3.0,0.1,2.4,4.1,4.1,13.6,9.0,-1.3
Cc1cc(-c2nnc(-c3ccccc3)c(-c3ccccc3)n2)c(C)o1,7.3,8.3,-9.9,5.1,-3.4,11.3,-3.6,6.6,-1.5
COCCOC(=O)C1=C(C)NC(=O)NC1c1c(F)cccc1Cl (configuration not stated),-2.5,5.4,-13.9,-0.3,-3.4,·,11.9,7.6,-0.9
CCN(CC)CCNC(=O)c1cc2c(-c3ccc(Cl)cc3)nn(C)c2s1,-16.4,-0.6,-10.2,-16.2,-5.9,-19.9,-28.2,6.3,-0.5
Cc1nnc2sc(-c3cccc4ccccc34)nn12,-2.2,3.8,8.6,3.7,-1.4,-22.3,8.9,6.3,1.8
O=C(CN1C(=O)c2cccc3cccc1c23)Nc1ccccc1C(=O)NCc1ccco1,-18.7,6.0,-1.2,-3.0,-0.1,8.4,9.1,4.8,-3.0
CCC(OC(=O)c1cccs1)C(=O)NCc1ccco1 (configuration not stated),-10.7,3.1,-12.9,3.7,-3.6,-0.8,-34.9,0.1,-3.4
O=C(Nn1cnnc1)C(c1ccccc1)c1ccccc1,-3.8,·,-11.1,·,-0.1,-2.2,·,·,-1.6
Cc1ccc(-c2nc(Nc3ccccc3)n[nH]2)cc1,2.5,-0.5,-3.1,5.1,-1.3,-5.0,-4.7,-11.2,-1.7
Cc1cc(Nc2ccc(C)c(Br)c2)n2nc(C)nc2n1,7.5,7.9,-10.2,5.4,-1.1,·,8.1,7.4,-2.3
O=C1c2cccnc2C(=O)N1CO,1.2,1.9,-3.7,4.4,-2.7,24.4,5.0,2.4,-2.1
COc1cc2nc(-c3cccs3)oc(=O)c2cc1OC,10.6,7.2,3.7,3.7,3.6,-6.3,11.4,22.5*,-5.2

Compound profiles (already shown):
Listed for COc1ccc(CN(CC(=O)NCc2ccco2)C(=O)CCC(=O)Nc2ccccn2)cc1 = MKP-1 inh = -35.9; FXIa mix inh = -7.2; Cdc25B block = -5.0; FXIIa mix inh = 11.0; Hsp90 inh = -1.4; CatL inh = ·; C1s inh = -3.3; Cathepsin G inh = 6.9; 5HT1a ag = -1.9
Listed for CCOc1cc(S(=O)(=O)N2CCC(Cc3ccccc3)CC2)c(OCC)cc1-n1cnnn1 = MKP-1 inh = -1.4; FXIa mix inh = 1.9; Cdc25B block = -29.6; FXIIa mix inh = 4.2; Hsp90 inh = 0.1; CatL inh = 1.5; C1s inh = -4.4; Cathepsin G inh = -2.4; 5HT1a ag = 3.2

Next section
smiles,MKP-1 inh,FXIa mix inh,Cdc25B block,FXIIa mix inh,Hsp90 inh,CatL inh,C1s inh,Cathepsin G inh,5HT1a ag
c1ccc(CCNc2ncnc3c2cnn3-c2ccccc2)cc1,-14.7,·,-1.2,·,-0.4,·,·,·,-1.7
O=C(O)c1ccc(NS(=O)(=O)c2ccc(Cl)cc2)cc1,2.0,8.1,-5.4,-6.2,0.5,·,-26.1,0.4,0.2
CCN1CCCC1CNC1=NCCCCC1 (configuration not stated),0.8,5.5,-7.9,3.7,-3.0,16.5,14.7,11.1,-1.0
CCOC(=O)CSc1nc2nc(C)cc(C)n2n1,9.5,9.7,-8.6,10.4,2.5,·,-5.6,-0.5,-1.0
CCC1C2CN(C(C)=O)CC=C2C(C#N)=C(N)C1(C#N)C#N (configuration not stated),5.8,8.9,-14.6,-3.2,-3.1,-2.0,-3.6,-7.5,1.6
Cc1ccc(NC(=O)c2ccco2)c(NC(=O)CN2C(=O)c3ccccc3C2=O)c1,-0.3,-10.2,0.9,7.9,2.3,-0.2,-51.0,-23.7,-0.2
Fc1cccc(-c2cc3nc4c(c(N5CCN(c6cnccn6)CC5)n3n2)CCCC4)c1,0.7,-1.1,-6.3,-0.7,-0.6,-6.5,-6.3,5.2,-3.5
CCCC(C(=O)NCc1ccco1)N(C(=O)CNS(=O)(=O)c1ccccc1)C1CCCC1 (configuration not stated),8.1,4.4,-11.4,2.2,-1.3,10.1,1.8,4.9,-0.5
CCCCCC(=O)Nc1ccccc1N1CCN(c2ccccc2)CC1,-23.1,4.3,-2.6,4.1,-1.4,-11.9,2.8,-0.3,2.6
CS(=O)(=O)NCc1nnc(SCC(=O)NC2CCCCC2)n1-c1ccc(F)cc1,1.4,7.9,3.8,-11.2,-1.7,12.2,17.4,7.1,-3.0
CCN(CC)c1ccc(C2C(C(=O)OCCOC(C)C)=C(C)NC3=C2C(=O)CCC3)cc1 (configuration not stated),22.2,6.7,0.2,1.5,-0.9,·,-20.7,1.3,0.3
CCOc1ccc(S(=O)(=O)N2CCN(C)CC2)c(C)c1C,19.8,11.8,-9.1,3.7,-9.6,9.3,7.0,36.0,0.1
O=C(Nn1cnc2ccccc2c1=O)c1ccccc1Cl,-5.3,-5.6,-3.2,0.6,-2.1,10.8,-39.0,-14.2,-1.8

Compound activity (PubChem)

This is a random part of the collection; 1.6% or so of the library scored in one or more.
